Source: PubChem BioAssay (several laboratories)
PPC-1+TRAIL kill = compounds killing PPC-1 cancer cells with TRAIL present, primary screen, TRAIL potentiator project, ATPLite luminescence, uHTS | PPC-1 cells + TRAIL, ATPLite viability luminescence | cell killing (% activity), % at 4 µM | 220,000 tested, 0.41% active;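 active means cell killing above 50% in the first pass at 4 µM, then a duplicate retest at 5 µM averaging 50% or more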;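 further: plate controls were cells with TRAIL plus DMSO for no effect and medium-only wells lacking cells for full effect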
Calpain2 inh = inhibitors of pig calpain II, primary screen, biochemical, fluorogenic peptide substrate, 1536-well; purified calpain II, 30 min; inhibition, % at 16 µM; 220,000 tested, 0.37% active; AID 1236, 2008;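 active means inhibition above about 50%, limit read from the data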
Cl transport mod = KCC2 cotransporter modulators, thallium flux, primary screen, cell-based, HEK293 KCC2, FluoZin-2 fluorescence, MLSMR | Solute carrier family 12 member 5 (Homo sapiens), Q9H2X9 | KCC2 cells, thallium flux FluoZin-2 fluorescence | B-score of Tl+ flux slope (higher = more flux/activation; lower = inhibition) at 10 µM | 190,000 tested, 2.2% active | AID 1456, 2008;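 active means thallium flux slope and its plate-corrected score both differing from the plate sample mean at a set confidence after two filtering rounds, in either direction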;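 further: slope of fluorescence scaled to starting intensity during 10 to 20 s after thallium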
EBV gp42 block = Epstein-Barr virus gp42 inhibitors, primary screen, biochemical, uHTS, fluorescence polarization | Fluorescence polarization binding assay, mP read-out | 220,000 tested, 0.42% active | inhibition, % (tested at 21.74 µM) | Glycoprotein 42 (Epstein-Barr virus (strain AG876)), Q1HVG2; in the data active means inhibition above about 50%
Target sequence (Q1HVG2 whole entry, looked up): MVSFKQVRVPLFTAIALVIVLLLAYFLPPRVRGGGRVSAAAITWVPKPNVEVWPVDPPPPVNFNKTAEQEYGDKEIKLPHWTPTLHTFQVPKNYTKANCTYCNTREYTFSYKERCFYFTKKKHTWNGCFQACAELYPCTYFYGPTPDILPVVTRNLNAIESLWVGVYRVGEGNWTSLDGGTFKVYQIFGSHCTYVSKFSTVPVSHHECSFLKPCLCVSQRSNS
thrombin 1536 = human alpha-thrombin inhibitors, primary screen, counter-screen for coagulation protease inhibitor project, biochemical, 1536-well, fluorogenic AMC substrate | Prothrombin (Homo sapiens), P00734 | Boc-VPR-AMC fluorogenic substrate cleavage | inhibition, % at 5 µM | AID 1046, 2008 | 220,000 tested, 0.26% active;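 active means inhibition at or above 40%; inactive means inhibition below 40%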;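 further: 0% = enzyme with no compound and 100% = wells without enzyme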
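System: Human alpha-thrombin protein | Medium: pH 7.5 Tris (50 mM) with NaCl 150 mM, Tween 20 0.05% | Times: Enzyme reaction carried out at room temperature | Detection: AMC fluorescence, 355/460 nm | Evaluation: Percent inhibition scaled between no-compound controls and no-enzyme blanks | Benchmarks: Enzyme without compound as high, wells lacking enzyme as low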
TRPN1 ag = zebrafish TRPN1 channel agonists, primary screen, cell-based, HEK293, calcium fluorescence; transient receptor potential cation channel N1 (TRPN1/NompC), Danio rerio; HEK293 zebrafish TRPN1-YFP, Fluo-8 calcium fluorescence; 100% = response to 87 µM carbachol; activation, % at 3 µM; 220,000 tested, 0.18% active;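 active means activation above its plate's cutoff, the mean activation of test wells on that plate plus 3 SD, cut at about 19% in these data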;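 further: 0% = DMSO alone and 100% = 87 µM carbachol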
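Material: zebrafish TRPN1-YFP in HEK293 cells; Doses: single test compound dose, 3 µM nominal, 0.3% DMSO; Timing: dye loading 1 h at 37 °C, then 30 min room temperature; Technique: intracellular calcium fluorescence with Fluo-8; Benchmarks: high carbachol 87 µM, low DMSO alone.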
Furin inh = human furin inhibitors, primary screen, biochemical, fluorescence intensity. purified furin, fluorogenic substrate cleavage. P09958. inhibition, % at 30 µM. 220,000 tested, 0.061% active; in the data active means inhibition above about 25%; further: inactives centre near -15
TbHK1 inh = Trypanosoma brucei hexokinase 1 inhibitors, primary screen, biochemical, G6PDH-coupled NADH absorbance, MLSCN library; hexokinase 1 [Trypanosoma brucei]; inhibition, % at 10 µM; 220,000 tested, 0.11% active; recombinant TbHK1, G6PDH-coupled NADH A340;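 active means inhibition of 50% or more in the single-dose primary screen; inactive means inhibition below 50%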
TRPML3 agonist = human TRPML3 channel agonists, primary screen, cell-based, HEK293 TRPML3-YFP, Fluo-8 calcium fluorescence, 3 µM | 100% = the carbachol control signal | 220,000 tested, 0.29% active | activation, % at 3 µM;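 active means activation above its plate's cutoff, the mean activation of the plate's test wells plus 3 SD, cut at about 12% in these data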;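 further: 0% = DMSO only wells and 100% = carbachol wells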
Target sequence (Q8TDD5 whole entry, looked up): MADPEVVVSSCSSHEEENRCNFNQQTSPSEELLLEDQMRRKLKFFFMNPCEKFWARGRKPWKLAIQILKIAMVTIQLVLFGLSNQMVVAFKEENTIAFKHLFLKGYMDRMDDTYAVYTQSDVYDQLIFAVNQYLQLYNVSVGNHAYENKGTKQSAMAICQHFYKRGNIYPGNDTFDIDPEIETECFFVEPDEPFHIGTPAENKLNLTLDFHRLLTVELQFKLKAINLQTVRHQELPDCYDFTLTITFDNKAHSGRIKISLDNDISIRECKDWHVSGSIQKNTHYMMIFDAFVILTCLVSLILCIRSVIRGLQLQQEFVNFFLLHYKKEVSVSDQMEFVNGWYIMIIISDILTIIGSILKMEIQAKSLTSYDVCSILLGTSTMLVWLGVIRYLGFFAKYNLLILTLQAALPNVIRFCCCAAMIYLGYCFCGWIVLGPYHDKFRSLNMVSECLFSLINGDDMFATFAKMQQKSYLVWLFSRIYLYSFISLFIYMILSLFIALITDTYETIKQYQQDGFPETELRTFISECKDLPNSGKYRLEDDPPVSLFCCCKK
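system = HEK293 cells stably carrying human TRPML3-YFP | doses = one concentration, 3 µM nominal, 0.3% DMSO | timing = dye loading 1 h 37 °C then 30 min ambient, 125 s read | detection = Fluo-8 calcium dye fluorescence, ex 470-495, em 515-575 nm | benchmarks = high control carbachol 87 µM, low control DMSO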
An asterisk follows results filed as active; . = not tested or not shown; [ ] = remark or other dose.

SMILES	PPC-1+TRAIL kill	Calpain2 inh	Cl transport mod	EBV gp42 block	thrombin 1536	TRPN1 ag	Furin inh	TbHK1 inh	TRPML3 agonist
COc1ccccc1C(=O)C1CCCN(Cc2ccc3c(c2)OCCO3)C1 (centres undefined)	1	-6	-0.47	4	-4	-1.3	-11	-11	-0.4
O=C(O)CCC(=O)Nc1ccc(Cc2ccc(NC(=O)CCC(=O)O)cc2)cc1	8	15	-1.5	9	-2	-0.4	1[20 µM]	4	0.2
C=CCNC(=O)c1sc(SC)cc1-c1ccc(Cl)cc1	11	-40	.	-11	-13	-2.1	-11[20 µM]	-4	-0.4
Cc1ccc(CNC(=O)COC(=O)c2cnccn2)cc1	-23	-46	-0.58	-27	-2	0.4	-10[20 µM]	-1	0.8
O=C(CCNS(=O)(=O)c1ccc(Cl)cc1)NCc1cccs1	8	32	0.43	-4	-3	-1.0	-5	11	-0.9
Cc1c(C(=O)NCc2ccco2)cccc1[N+](=O)[O-]	9	-1	-0.37	0	0	0.5	-20	-3	0.0
CCC1(COC(NC(=O)c2cccnc2)(C(F)(F)F)C(F)(F)F)COC1	12	-36	0.5	-16	6	0.2	-14	3	0.8
COc1ccc(/C(O)=C2/C(=O)C(=O)N(CC3CCCO3)C2c2ccc(O)c(OC)c2)cc1 (centres undefined)	12	37	-0.11	-10	2	1.2	-14	-8	0.1
O=C(NC1CCCCCC1)c1ccc2nc3cc(Cl)ccc3c(=O)n2c1	-14	-137	0.78	-6	-13	-0.4	-23	-6	0.7
Clc1cccc(-c2nc(NCC3CCCO3)c3ccccc3n2)c1 (centres undefined)	-5	11	0.95	12	0	0.0	-11	-18	0.5
N#C/C(=C\c1ccc(OC(=O)c2ccc(Cl)s2)cc1)c1nc2ccccc2[nH]1	8	16	0.3	20	1	-0.5	-8	41	0.6
O=C(Nc1ccccc1)c1ccc2nc(-c3ccco3)c(-c3ccco3)nc2c1	6	-240	0.28	-4	0	0.6	-7[20 µM]	0	-0.2
COc1cc(N=c2ssnc2Cl)c(OC)cc1Cl	14	0	0.78	-51	1	0.7	-28[20 µM]	21	0.9
COc1ccc(C(=O)N=c2sc3ccccc3n2C)cc1	41	-18	-1.2	-7	-11	-1.5	-14	-9	0.9
CCC(Sc1nc(=O)cc(N)n1-c1ccccc1)C(=O)Nc1cc(C)on1 (centres undefined)	13	-11	0.17	-7	-4	1.1	-14	2	-0.5
CC(OC(=O)C1CCN(S(=O)(=O)c2ccc(Cl)cc2)CC1)C(=O)N1CCc2ccccc21 (centres undefined)	25	0	.	-23	-1	0.0	-11[20 µM]	-4	0.3
CC(=O)N(C)c1ccc(NC(=O)c2ccccc2C(=O)O)cc1	8	-12	1.8	-15	4	-0.7	-13[20 µM]	4	0.9
O=C(CCc1nnc(C2CCCCC2)o1)N1CCN(c2ccccc2F)CC1	1	-3	-0.45	-9	0	0.5	-15	1	0.9
CCOc1ccc2c(c1)c(C(C)=O)c(C)n2-c1ccccc1	17	10	.	-10	-5	-1.2	-16[20 µM]	-11	-0.8
Cc1cccc(C(=O)Oc2ccc(/C=N/NC(=O)c3ccccc3O)cc2)c1	13	-9	1	13	-5	-0.9	-17	15	0.2
COC(=O)C1=C(C)NC(C)=C(C(=O)OC)C1c1ccccc1OCc1c(C)no[n+]1[O-]	-8	-16	-0.62	6	0	-1.3	4	0	-1.5
COc1cc(CC(=O)O)ccc1O	-18	-17	0.93	-12	4	.	-27	-9	.
Nc1c(C(=O)O)cnc2nc(N3CCOCC3)nn12	8	-8	0.58	1	-6	1.0	-21	-3	0.9
CC(=O)c1sc(-c2ccc(F)cc2F)nc1C	-3	-5	-1.5	-6	-2	-1.0	-30	-25	0.6
Cc1cc(C)n2nc(C(=O)NCc3ccccc3)cc2n1	16	-78	.	-17	-6	1.2	-23	-4	0.3
CC[n+]1oc(-c2ccccc2)cc1C	17	17	-1.6	-12	-4	1.0	-10	7	0.5
Clc1ccc(-c2nnc3ccccn23)cc1	19	-8	-0.14	-30	0	-0.3	-19[20 µM]	-5	-0.1
NS(=O)(=O)c1ccc(CCNC(=O)/C=C/c2ccccc2[N+](=O)[O-])cc1	3	6	0.52	2	-10	-0.2	-21	-8	0.9
COC(=O)C(Cc1ccccc1)NC(=S)NC(=O)c1ccccc1 (centres undefined)	22	25	2.2	-1	-8	-1.0	-13	1	0.5
Cc1cccc(Cc2c(C)nc3c(C(=O)N4CCN(Cc5ccc6c(c5)OCO6)CC4)cnn3c2C)c1	26	-86	-0.77	-10	-5	1.5	-23	-4	-0.3
CN(C)C(=O)COC(=O)c1ccccc1Nc1ccc(SC(F)F)cc1	23	2	-0.52	-6	-4	-0.5	-13	-5	-0.2
CC(C)Cc1nnc(NC(=O)CCC(=O)Nc2ccc(F)cc2)s1	12	30	.	-12	2	-0.8	-18[20 µM]	-2	1.0
CN(C)CCCN1C(=O)CSC1c1ccccc1 (centres undefined)	-6	-14	-0.067	-13	-3	1.3	-9	3	0.5
CSc1cc(-c2ccccc2)n(Cc2ccc(Cl)cc2Cl)c(=O)c1C#N	7	-18	.	-28	4	0.0	-3[20 µM]	-24	1.2
CC(OC(=O)c1cc(Cl)ccc1[N+](=O)[O-])C(=O)NC(C)c1ccc(F)cc1 (centres undefined)	16	-2	-1.4	-8	-2	-3.0	0	1	-0.2
CCc1ccccc1NC(=O)Nc1cccs1	14	-3	0.013	-10	-5	2.2	-29	-4	1.1
O=C(c1ccc2c(c1)C(=O)N(Cc1ccco1)C2=O)N1CCOCC1	-2	15	.	-6	-3	-1.5	-14	-14	0.1
CC1CCCN(C(c2cccs2)c2nnnn2Cc2ccccc2)C1 (centres undefined)	34	5	-2.3	-38	3	-1.4	-18[20 µM]	4	0.1
O=C(Cn1cc(SCc2ccc(Cl)cc2)c2ccccc21)N1CCOCC1	-6	-18	0.42	3	-9	1.8	-18	-12	-0.5
Cc1ccc(NS(=O)(=O)c2cc(C(=O)N(C)C)ccc2C)cc1C	23	-12	0.26	0	-1	0.2	-24	4	0.9

Complete entries, quoted from the list.
COC(=O)C(Cc1ccccc1)NC(=S)NC(=O)c1ccccc1 (centres undefined) across the screens: PPC-1+TRAIL kill: 22; Calpain2 inh: 25; Cl transport mod: 2.2; EBV gp42 block: -1; thrombin 1536: -8; TRPN1 ag: -1.0; Furin inh: -13; TbHK1 inh: 1; TRPML3 agonist: 0.5
CC(=O)c1sc(-c2ccc(F)cc2F)nc1C across the screens: PPC-1+TRAIL kill: -3; Calpain2 inh: -5; Cl transport mod: -1.5; EBV gp42 block: -6; thrombin 1536: -2; TRPN1 ag: -1.0; Furin inh: -30; TbHK1 inh: -25; TRPML3 agonist: 0.6

(cont.)
SMILES	PPC-1+TRAIL kill	Calpain2 inh	Cl transport mod	EBV gp42 block	thrombin 1536	TRPN1 ag	Furin inh	TbHK1 inh	TRPML3 agonist
Cc1nnc(SCc2ccccc2)n(N)c1=O	15	-3	0.76	-14	0	0.4	-21	0	-0.1
COC(=O)c1c(C(=O)OC)c2ccncn2c1Cl	17	-192	.	-23	-2	3.0	-15[20 µM]	-25	1.1
Nc1nnc(CSCc2ccccc2Cl)s1	-2	-16	-0.033	-6	-1	-1.0	-29	1	0.7
Cc1ccc2c(c1)sc1ncc(NC(=O)c3ccccc3)c(=O)n12	.	.	0.26	.	.	1.1	-18[20 µM]	-9	1.4
OC(COC(c1ccccc1)c1ccccc1)CN1CCc2ccccc2C1 (centres undefined)	21	-3	-0.87	2	-6	-0.1	-16	3	0.2
O=C(CNc1cccc2ccccc12)N/N=C/c1cccc(Oc2ccccc2)c1	8	-35	-2	-9	-5	-0.3	-26	1	0.2
COc1ccc(-c2nn(CCC#N)cc2/C=N/O)cc1OC	18	-3	-0.21	-7	-28	-0.2	-38	2	0.5
Cc1ccc(Cl)cc1N1CCN(CC(O)COCc2ccco2)CC1 (centres undefined)	-10	24	-0.12	-20	7	-0.4	-5	8	-0.6
NCC[C@H](O)C(=O)N[C@@H]1C[C@H](N)[C@@H](O[C@H]2O[C@H](CN)[C@@H](O)[C@H](O)[C@H]2O)[C@H](O)[C@H]1O[C@H]1O[C@H](CO)[C@@H](O)[C@H](N)[C@H]1O	-3	-7	-0.69	-5	1	-0.1	-13	1	1.2
CC(N=Cc1cccc(O)c1O)c1ccccc1 (centres undefined)	-2	8	-0.52	-16	8	2.7	-15	7	0.6
COc1ccc(OC)c(S(=O)(=O)Nc2ccccc2C(=O)O)c1	-3	-43	.	-12	2	-0.9	-14[20 µM]	0	0.6
Cc1ccc2nc(NC(=O)CCNS(=O)(=O)c3ccc(Br)s3)sc2c1	-7	20	-0.0087	-11	-4	-0.4	-24	4	0.2
O=C(CCc1ccccc1)Nc1ncn[nH]1	21	17	.	-3	-7	-1.0	-17	16	1.1
O=C(Nc1ccc(Cl)c(S(=O)(=O)N2CCOCC2)c1)c1cn2ccccc2n1	4	-10	-0.13	-8	-3	0.9	-27	-1	1.6
COc1cc(NC2CCCCC2O)c2nc(-c3ccc(Cl)cc3)ccc2c1 (centres undefined)	25	-3	-1.2	-13	-3	-0.8	-8	-20	-0.3
COc1cccc(/C=N/Nc2snc(SC)c2C#N)c1	-6	-19	-0.22	-23	0	1.0	-2[20 µM]	-10	0.4
CC(=O)Nc1cccc(-c2csc(Nc3ccc(Cl)cn3)n2)c1	28	-15	0.78	-3	1	2.8	-27	-8	1.8
O/N=C/c1cn(-c2ccccc2)nn1	-3	-17	0.23	-23	-1	1.1	-29	2	0.1
Cc1nc2sc(C(=O)c3ccccc3)c(N)c2c2c1CCCC2	10	38	0.0089	1	32	-1.0	-15	-12	-0.3
CC1(C)OC(=O)C(=CNc2ccccc2)C(=O)O1	12	-6	.	-24	18	-1.0	-25[20 µM]	-28	0.6
CCOC(=O)C(NC(=O)c1ccc(OC)cc1)(N1CCOCC1)C(F)(F)F (centres undefined)	-9	3	-0.47	-8	-1	-1.9	17[20 µM]	-22	0.7
Cc1ccc[n+](C(C)C(=O)Nc2ccc(C)c([N+](=O)[O-])c2)c1 (centres undefined)	15	-23	-0.023	11	-2	0.3	-19[20 µM]	-2	0.2
COc1ccc(Cl)cc1NC(=O)CCN1CCN(C)CC1	1	-7	-0.6	-8	3	0.3	-25[20 µM]	-10	0.4
Nc1c(NCc2ccccc2)c(=O)[nH]c(=O)n1Cc1ccccc1	18	4	-0.27	7	5	-0.2	-24[20 µM]	9	0.5
C/C(=N/NC(=O)C1CCCCC1)c1ccc([N+](=O)[O-])cc1	-4	-13	-0.19	-3	-6	-0.1	-11	-3	0.1
